Screens from PubChem.
SMN2 splice enh: SMN2 splice variant enhancement; AID 1458; 2.8% of 210,000 active; Potency, µM (titrated, usually from 46.1 µM), for the others: at the top dose activity change, positive = activation, hits mostly activators; HEK293 SMN2-luciferase splicing reporter, luminescence, 30-36 h; further: potency means the concentration at half of the fitted maximal effect; % of control where 0% means no effect; nearly all actives have a fitted effect of over 55% in size
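HEK293 cells carry an SMN2 minigene-luciferase reporter in which exon 7 inclusion puts luciferase in frame. Cells were seeded at 2000 cells/well, attached for 10-12 hours, then exposed to compounds for 30-36 hours at 37C before ONE-Glo luminescence.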
HTT cytoprotect: protects HTT-Q103 PC12 cells, measured by ATP; AID 1471; 0.14% of 230,000 active; Potency, µM (series often up to 56.4 µM), inactives show cytoprotection (ATP increase), usual class: activators; PC12 HTT-Q103 induced, cytoprotection, ATP luminescence, 40 h;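 further: potency means the concentration at half of the fitted maximal effect; % of control where 0% means no effect; nearly all actives have a fitted effect of over 45% in size; toxic huntingtin expression switched on by the ecdysone agonist tebufenozide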
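Huntington model: PC12 line, ecdysone-inducible HTTQ103 exon1–GFP, tebufenozide 100 nM. Test articles in a dose series. Endpoint luminescence from cellular ATP.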
CBFb-RUNX1 inh: inhibitors of human CBF-beta and RUNX1 interaction | AID 1477 | Q01196+Q13951 | Potency, µM (titrated, usually from 59.8 µM), for inactives: at the top dose activity, negative = inhibition, usual class: inhibitors | 230,000 tested, under 10 active | AlphaScreen CBFb-His/RUNX1-biotin binding, biochemical; further: % of control where 0% means no effect
Target sequence (Q01196 whole entry, looked up): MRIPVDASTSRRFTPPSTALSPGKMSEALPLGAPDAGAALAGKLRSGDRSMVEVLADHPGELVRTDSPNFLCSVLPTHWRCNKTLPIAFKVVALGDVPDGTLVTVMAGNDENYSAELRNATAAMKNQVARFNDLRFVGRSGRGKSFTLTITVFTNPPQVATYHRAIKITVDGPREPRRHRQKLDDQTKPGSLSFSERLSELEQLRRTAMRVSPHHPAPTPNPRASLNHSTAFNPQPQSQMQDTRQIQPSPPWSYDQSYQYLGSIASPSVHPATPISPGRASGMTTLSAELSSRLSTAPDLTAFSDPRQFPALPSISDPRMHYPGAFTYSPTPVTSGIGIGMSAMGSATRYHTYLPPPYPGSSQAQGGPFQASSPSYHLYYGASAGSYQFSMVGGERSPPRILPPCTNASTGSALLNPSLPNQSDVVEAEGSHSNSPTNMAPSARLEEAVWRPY
Target sequence (Q13951 whole entry, looked up): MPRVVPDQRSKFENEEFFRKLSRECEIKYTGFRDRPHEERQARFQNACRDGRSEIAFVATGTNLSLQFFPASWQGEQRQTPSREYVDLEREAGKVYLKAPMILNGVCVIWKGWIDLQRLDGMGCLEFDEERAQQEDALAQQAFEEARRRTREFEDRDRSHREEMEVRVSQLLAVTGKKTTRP
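Room-temperature protein-protein interaction test with 30 nM each of His-tagged CBF-beta and biotinylated RUNX1, 15 min with compound, then 90 min with nickel plus streptavidin beads. Signal read in AlphaScreen mode.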
HTT aggregate: reduces HttQ103-GFP aggregates in PC12 cells; PC12 HttQ103-GFP aggregates, Acumen cytometry, 40 h; Potency, µM (top dose mostly 46.1 µM), for the others: top-dose activity change, negative = inhibition, hits mostly inhibitors; 1.1% of 220,000 active; AID 1688; further: potency means the concentration at half of the fitted maximal effect; on the % scale 0 is the no-effect control and ±100 the full control effect; nearly all actives have a fitted effect of over 60% in size
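PC12/HTTQ103-GFP, ecdysone-inducible; teb 100 nM; cpd qHTS titration; GFP aggregates read on laser cytometer, Ex 488/Em 500-530 nm.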
Lamin A splicing: changes lamin A minigene splicing in HeLa cells; Potency, µM (titrated, usually from 46.1 µM), without a hit: at the top dose ratio change, negative = inhibition, hits mostly inhibitors; AID 1487; HeLa LMNA splicing GFP/RFP minigene ratio, 48 h; 0.01% of 200,000 active; active means well fitted inhibition curve with a large enough effect in the signal ratio, with a control signal flat, not every such curve was filed as active; inconclusive means small, poorly fitted or top-dose-only effect, or effect the other way, or a change in a side signal; the % refers to the signal ratio; further: potency means the concentration at half of the fitted maximal effect; on the % scale 0 is the no-effect control and ±100 the full control effect
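Read-out is the ratio of GFP to DsRed2 object intensity, acquired by 488 nm laser-scanning cytometry on HeLa lamin A-EGFP minigene reporter cells. Compound incubation 48 hrs at 37 °C in Opti-MEM with 2% FBS; DMSO 0.5% final.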
Luc counter: blocks Kinase-Glo luciferase, a counter-screen artifact | Q27757 | Kinase-Glo luciferase, ATP luminescence, 8 min | Potency, µM (highest dose often 38.3 µM), inactives show at the highest dose activity change, negative = inhibition, usual class: inhibitors | 0.28% of 200,000 active | AID 1379; further: potency means the concentration at half of the fitted maximal effect; on the % scale 0 is the no-effect control and ±100 the full control effect; nearly all actives have a fitted effect of over 60% in size
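Inhibition of Kinase-Glo luciferase light generation was assessed at 10 uM ATP in pH 7.2 imidazole buffer, with luminescence measured after eight minutes at ambient temperature.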
IMPase Li inh: membrane-permeable IMPase blocker, potentiated with lithium | CHO-M1 cells, IP1 TR-FRET (IP-One), carbachol + lithium | 0.35% of 210,000 active | AID 1457 | Potency, µM (top dose mostly 59.4 µM), for the others: at the highest dose activity, negative = IMPase inhibition, actives largely listed as inhibitors;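 further: IP1 builds up when IMPase is blocked and the TR-FRET signal falls; potency means the concentration at half of the fitted maximal effect; plate controls were basal vehicle for no effect and high inhibitor control for full effect; nearly all actives have a fitted effect of over 50% in size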
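Readout is a homogeneous TR-FRET IP1 immunoassay (Ex 320, Em 665 and 620), where raised cytosolic IP1 lowers signal. Cells were CHO-M1 treated 30 min at 37C with test compounds plus a little lithium; AC50 values came from Hill-equation fitting.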
* = called active by the depositor; ? = inconclusive; nt = no result given; [ ] = another dose, or the depositor's remark. Unless noted, the call rests on the fitted dose curve; in most records, active means well fitted curve in the direction sought with a large enough effect; inconclusive means small, poorly fitted or top-dose-only effect, or another doubt; inactive means no such curve, though single readings can be large; an effect the other way counts as inactive or inconclusive.

Molecule	SMN2 splice enh	HTT cytoprotect	CBFb-RUNX1 inh	HTT aggregate	Lamin A splicing	Luc counter	IMPase Li inh
CC(=O)Nc1ccc(Nc2ncc([N+](=O)[O-])c(Nc3ccc(NC(C)=O)cc3)n2)cc1	15.1%	21.3%	-2.3%	19.9%	2.2%	-8.2%	-2.9%[38.3 µM]
COc1ccc(C2C(C(=O)NCc3ccccn3)c3cc(OC)c(OC)cc3C(=O)N2C)cc1 (centres undefined)	2.2%	10.5%	-2.7%	-6.7%	-14.6%	2.8%	8.6%[38.3 µM]
COc1ccccc1N1CCN(C(=O)C2CCN(S(=O)(=O)c3ccc(C)cc3)CC2)CC1	nt	?	-0.4%	?	?	-3.9%	12.7%
COc1cccc(NC(=O)CN2CCN(c3nc(-c4cccc(OC)c4)cs3)CC2)c1	-31.7%[inhibitor]	16.7%[1.9 µM]	?	-11.1%	?	-0.4%	10.2%
Cc1ccc(C(=O)NCC(=O)N2CCN(S(=O)(=O)c3cccs3)CC2)s1	-2.8%	2.6%	-1.1%	?	nt	0.0%	-8.6%
Cc1nnc(SCC(=O)NCCc2ccccc2)s1	0.8%	-21.6%	2.7%	14.1%[9.22 µM]	-9.1%[46 µM]	1.2%	0.5%
CC(=O)C1=C(C)Nc2ncnn2C1c1ccccc1OCc1ccccc1 (centres undefined)	?	6.9%	3.3%	-11.2%	-11.7%	0.2%	21.1%[38.3 µM]
CCN(CCn1cccn1)Cc1nc(-c2ccc(OC)cc2)no1	-0.9%	nt	3.7%	nt	nt	1.4%	0.6%
COc1cc(CN(C)CC(=O)c2[nH]c(C)c(C(C)=O)c2C)ccc1OC(F)F	-116.8%[inhibitor]	4.0%[10 µM]	4.8%	-27.6%	?	-1.4%	17.8%[38.3 µM]
Cc1ccc2c(CC(=O)NCC(C)(C)N3CCOCC3)coc2c1	0.8%	-15.2%	8.1%	1.6%	?	3.6%	-4.7%
Cc1ccc(S(=O)(=O)N(C)CC(=O)OCC(=O)NC(c2ccccc2)c2ccccc2)cc1	?	-10.5%[10 µM]	-4.0%	1.1%	?	-0.9%	12.1%
CC(C)C(C(=O)Nc1ccc2c(c1)OCO2)N1C(=O)c2ccccc2C1=O (centres undefined)	5.5%	15.0%	-1.3%	-10.9%	3.1%	-0.2%	32.5%[activator][38.3 µM]
CCN(CC)c1ccc(C=Nc2ccccc2C)c(O)c1	26.8%	nt	14.3%	-1.7%	-1.0%	2.9%	-3.3%
Cc1ccc(S(=O)(=O)c2c(C)cc(C)nc2N2CCCC2)cc1	-9.6%	-13.7%	21.8%	-3.0%	-14.5%[46 µM]	0.1%	16.7%
OC(CN1CCN(Cc2ccccc2)CC1)Cn1c2ccccc2c2ccccc21 (centres undefined)	-15.2%	-1.7%[1.9 µM]	-5.7%	-1.7%	?	2.5%	4.6%
CCOC(=O)Nc1ccc2c(c1)N(C(=O)CCN1CCN(C)CC1)c1ccccc1S2	5.2%	-36.2%	-12.3%	-3.0%	-12.0%	0.0%	-10.6%[38.3 µM]
O=C(c1ccc(Cl)s1)N1CCCC1	-8.1%	6.9%	-5.4%	-11.2%	13.8%	-4.0%	37.4%[activator][38.3 µM]
Cn1cnc(S(=O)(=O)Nc2ccc(OC(F)(F)F)cc2)c1	-36.0%[inhibitor]	1.4%	1.3%	-0.9%	15.5%[46 µM]	6.1%	0.3%
CCOC(=O)c1cc(C#N)c(N2CCN(C(=O)c3ccccc3)CC2)nc1C(F)(F)F	nt	6.3%[10 µM]	-2.4%	-1.6%[9.22 µM]	nt	nt	nt
COc1cc(C(=O)OCC(C)=O)c([N+](=O)[O-])cc1OC	7.1%	-25.2%	-4.0%	-5.5%	nt	0.8%	-2.1%
O=C(Nc1ccc(-c2cn3ccsc3n2)cc1)c1ccc(F)c(S(=O)(=O)N2CCOCC2)c1	-71.3%[inhibitor]	-6.4%[10 µM]	-1.3%	18.6%	8.5%	-3.1%	12.1%
O=C(NCc1cccnc1)/C(=N\O)c1ccccc1	-9.4%	10.0%	3.1%	10.2%	1.1%	-1.9%	-5.1%[38.3 µM]
O=[N+]([O-])c1ccc(/C=N/NC(=S)Nc2ccccc2)o1	12.4%	20.8%[1.9 µM]	-19.9%	2.0%	-7.5%	-19.1%	-1.5%
COc1ccc(OCC(=O)Nc2ccc3oc(-c4ccncc4)nc3c2)cc1	nt	15.2%[10 µM]	10.0%	6.6%[9.22 µM]	13.1%[46 µM]	1.4%	6.2%
O=C(CSc1n[nH]c(-c2ccncc2)n1)Nc1ccccn1	14.2%	15.8%[0.074 µM]	1.3%	-5.9%	6.8%	0.9%	-9.9%[38.3 µM]
COc1ccc(NC(C)=O)cc1S(=O)(=O)Nc1ccc2c(c1)OCCO2	-16.7%	nt	1.7%	nt	nt	-5.6%	-11.3%
N#CC1=C(N)OC2=C(C(=O)CC(c3ccccc3)C2)C1c1cccnc1 (centres undefined)	3.9%	nt	8.4%	-5.2%	?	3.3%	10.1%
COc1ccc([C@H]2c3cc(OC)c(OC)cc3C[C@@H](C)[C@@H]2C)cc1OC	12.7%	-40.1%[inhibitor]	9.7%	nt	nt	2.9%	12.4%
Cc1ccc(NC(=S)/N=C(\N)Nc2nc(C)c3cc(C)c(C)cc3n2)cc1C	-16.7%	-33.7%[inhibitor]	-5.7%	-20.3%	?	0.7%	5.5%
Cn1c(N)c(C(=O)c2ccccc2)c(=O)n(C)c1=O	-9.1%	-7.5%	3.8%	4.7%	4.4%	-4.9%	27.1%[38.3 µM]
NS(=O)(=O)c1ccc(CCNc2nc3c(-c4cccc(F)c4)nnn3c3ccccc23)cc1	22.5%	-2.8%[10 µM]	9.8%	17.2%	-9.7%	-1.5%	?
O=C(COc1cc(F)ccc1[N+](=O)[O-])Nc1ccc(N2CCOCC2)cc1	nt	-46.5%[inhibitor]	2.1%	-5.5%	nt	nt	-9.1%
COc1ccc(OC)c(NC(=O)COC(=O)c2c3c(nc4ccccc24)CCCC3)c1	-9.5%	11.5%	-14.2%	?	?	17.4%	24.1%[38.3 µM]
COC(=O)CSc1nc(NC#N)nc(NC(C)C)n1	2.5%	-10.9%	3.1%	18.2%	11.6%	0.2%	-16.5%[38.3 µM]
CCOC(=O)c1sc2nccc(N(C)C)c2c1N=CN(C)C	12.8%	-13.1%	10.3%	?	2.0%	0.8%	18.2%[38.3 µM]
COC(=O)/C=C/C(=O)N1CCN(c2ccccc2)CC1	-0.4%	13.2%[10 µM]	-1.2%	?	-7.2%	3.9%	-3.5%
CNC(=S)N1CCN(C(=O)c2ccco2)CC1	18.2%	-12.6%[10 µM]	-4.0%	-4.2%	-10.9%	2.4%	-3.2%
CC(=O)Nc1cccc2c1C(=O)N(c1ccc(OC(C)=O)cc1)C2=O	-9.9%	nt	1.3%	nt	-1.6%[46 µM]	-1.9%	6.1%
Cc1csc(NC(=O)CSc2nnc(-c3ccccc3)o2)n1	11.2µM*	-29.5%[10 µM]	-6.0%	-31.2%	6.3%	15.7%	6.7%[38.3 µM]
Cc1nnc(-c2cccc(Br)c2)c2cn(-c3ccccc3)nc12	-0.7%	-35.2%	0.0%	?	?	-6.3%	-8.2%[38.3 µM]

Two of the compounds above, as labelled records:
COc1ccc(OCC(=O)Nc2ccc3oc(-c4ccncc4)nc3c2)cc1
- SMN2 splice enh: nt
- HTT cytoprotect: 15.2%[10 µM]
- CBFb-RUNX1 inh: 10.0%
- HTT aggregate: 6.6%[9.22 µM]
- Lamin A splicing: 13.1%[46 µM]
- Luc counter: 1.4%
- IMPase Li inh: 6.2%

N#CC1=C(N)OC2=C(C(=O)CC(c3ccccc3)C2)C1c1cccnc1 (centres undefined)
- SMN2 splice enh: 3.9%
- HTT cytoprotect: nt
- CBFb-RUNX1 inh: 8.4%
- HTT aggregate: -5.2%
- Lamin A splicing: ?
- Luc counter: 3.3%
- IMPase Li inh: 10.1%

New compounds follow
Molecule	SMN2 splice enh	HTT cytoprotect	CBFb-RUNX1 inh	HTT aggregate	Lamin A splicing	Luc counter	IMPase Li inh
Clc1ccc2c(NCCNc3ccnc4cc(Cl)ccc34)ccnc2c1	2.3%[9.22 µM]	24.3%[10 µM]	nt	nt	nt	0.6%[7.66 µM]	-12.9%
CCOc1ccc2nc(/N=C/c3nc(-c4ccc(Br)cc4)oc3O)sc2c1	17.4%	-2.9%[10 µM]	-11.0%	-10.9%	-6.4%	0.1%	-0.2%
CS(=O)(=O)N1N=C(c2cccs2)CC1c1ccc(Cl)o1 (centres undefined)	29.8%	18.0%	-0.4%	-14.9%	nt	-3.8%	-0.9%
Cc1c(NC(=O)CSc2nnc(C(C)Oc3ccc(Cl)cc3)n2-c2ccccc2)c(=O)n(-c2ccccc2)n1C (centres undefined)	-27.1%	-32.1%	3.6%	-3.1%	-2.4%	-1.2%	19.1%[38.3 µM]
C/C(=N\Nc1ccc([N+](=O)[O-])cc1)c1cc2ccccc2o1	8.1%	2.5%[10 µM]	14.1%	-3.0%	?	-0.5%	16.0%
O=C(NC(NNc1ccc([N+](=O)[O-])cc1)(C(F)(F)F)C(F)(F)F)c1ccc(Cl)cc1	-6.3%	-37.2%	-1.3%	?	-1.9%	-3.1%	16.8%[38.3 µM]
CCCc1n[nH]c2c1/C(=N\OCC)CC(C)(C)C2	nt	15.8%[10 µM]	14.7%	-2.8%[9.22 µM]	nt	nt	nt
CC/C=C\[C@H](O)[C@H](O)C1=C(C)C(=O)[C@]2(O1)C(=O)N[C@@](OC)(C(=O)c1ccccc1)C2O (some centres undefined)	nt	-17.6%[10 µM]	-2.7%	-22.8%[9.22 µM]	nt	nt	-5.6%
CCOC(=O)c1sc2nc(CC(=O)OC)nc(NCCN3CCOCC3)c2c1C	1.6%	-13.7%[10 µM]	13.1%	11.9%	-14.8%	-1.3%	16.4%[38.3 µM]
CCN=C1SC(CC(=O)Nc2ccc(N3CCOCC3)cc2)C(=O)N1CC (centres undefined)	5.2%	-0.1%	0.0%	12.2%	15.6%	-4.3%	-6.4%[38.3 µM]
FC(F)(F)c1nnc2ccc(NCn3nnc4ccccc43)nn12	17.4%	5.8%[10 µM]	0.9%	-18.6%	0.0%	5.0%	?
O=C(Cn1c(=O)c2c(ncn2Cc2ccccc2)n(Cc2ccccc2)c1=O)N1CCCC1	-2.4%	-1.6%[10 µM]	-1.3%	25.1%	1.6%	2.2%	26.6%[38.3 µM]
